Assay outcomes from PubChem.
PP1 counter: blocks human PP1-alpha phosphatase, a PP5 counter-screen. P62136. purified PP1alpha, OMFP fluorescence. inhibition, % at 6.7 µM. actives 0.9% (n = 320,000);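 active = inhibition above the mean inhibition of all tested compounds plus 3 SD, computed separately for each screening campaign, cut at about 15% in these data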
Target sequence (P62136 whole entry, looked up): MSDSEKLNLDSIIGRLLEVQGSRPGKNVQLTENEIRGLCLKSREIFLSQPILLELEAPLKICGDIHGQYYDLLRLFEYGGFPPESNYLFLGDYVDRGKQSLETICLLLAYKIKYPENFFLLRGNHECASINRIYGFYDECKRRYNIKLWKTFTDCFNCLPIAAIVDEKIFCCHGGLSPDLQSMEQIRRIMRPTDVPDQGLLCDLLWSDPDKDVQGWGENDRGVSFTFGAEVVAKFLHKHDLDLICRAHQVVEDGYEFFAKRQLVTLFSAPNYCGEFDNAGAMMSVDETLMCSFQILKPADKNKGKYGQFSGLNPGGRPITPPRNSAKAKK
TPT1 inh: blocks Candida albicans tRNA 2'-phosphotransferase; recombinant caTPT1, FP RNA substrate dephosphorylation; inhibition, % at 5 µM; actives 0.81% (n = 300,000); AID 1962;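 active = inhibition above the mean of all tested compounds plus 3 SD, set per screening campaign, cut at about 24% in these data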;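 note: plate controls were DMSO alone for no effect and ferristatin control at 100 nM for full effect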
HCV core dimer: HCV core protein dimerization inhibition; TR-FRET GST/Flag-core106 dimerization, 1536-well; inhibition, % at 5 µM; actives 0.33% (n = 300,000); AID 1899;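 active = inhibition above the mean of all tested compounds plus 3 SD, set per screening campaign, cut at about 45% in these data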
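Assay system: tagged HCV core106 pair (GST and Flag); medium: KF-containing HEPES buffer, pH 7.45, DTT, CHAPS, BSA; also added: Eu donor and XL665 acceptor anti-tag antibodies; dosing: 5 µM single dose; timing: compound-protein-antibody incubation 4 h at 22.5 °C; signal: TR-FRET 671 and 617 nm emission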
PAFAH2 FP inh: PAFAH2 (human) inhibition | Q99487 | inhibition, % at 3.39 µM | recombinant PAFAH2, FP-rhodamine activity probe, fluorescence polarization | actives 0.99% (n = 340,000);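 active = inhibition above the mean over all tested compounds plus 3 SD, cut at about 30% in these data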;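 note: inhibitors block probe labeling of enzyme so polarization drops; 0% = enzyme with DMSO and 100% = wells lacking PAFAH2 protein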
procasp3 activ: procaspase-3 (human) activation | actives 0.11% (n = 330,000) | recombinant procaspase-3 D3A, Ac-DEVD-pNA absorbance 405 nm | AID 463141 | P42574 | activation, % at 8.5 µM;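 active = activation above the mean of all tested compounds plus 3 SD, cut at about 21% in these data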;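 note: 0% = DMSO alone and 100% = DMSO wells spiked with extra 5 µM PC-3 D3A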
Target sequence (P42574 whole entry D9A/D28A/D175A): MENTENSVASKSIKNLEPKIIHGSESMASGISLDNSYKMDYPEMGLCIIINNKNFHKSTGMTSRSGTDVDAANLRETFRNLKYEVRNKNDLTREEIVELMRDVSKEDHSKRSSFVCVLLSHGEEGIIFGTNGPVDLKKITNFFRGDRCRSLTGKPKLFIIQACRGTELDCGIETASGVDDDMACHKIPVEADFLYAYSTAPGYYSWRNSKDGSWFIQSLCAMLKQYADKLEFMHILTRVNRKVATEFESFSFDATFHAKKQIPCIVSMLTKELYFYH
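Assay system: Procaspase-3 D3A mutant, all three cleavage aspartates alanine. Buffer or medium: Zinc-free HEPES saline buffer with Triton X-100. Times: 1 h compound preincubation, 2 h substrate hydrolysis at 25 °C. Measured by: 405 nm absorbance of p-nitroaniline, reads at 0 and 120 min. Read-out basis: percent activation relative to control range. Replicates: singlicate.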
CTSL1 counter: counter-screen for PFM18AAP inhibitors: inhibitors of F. hepatica cathepsin L1; actives 0.49% (n = 300,000); recombinant F. hepatica cathepsin L1, Z-Leu-Arg-MCA fluorescence; inhibition, % at 5.96 µM;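 active = inhibition above the mean of all tested compounds plus 3 SD, set per screening campaign, cut at about 17% in these data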;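 note: 0% = plate median of test compound wells and 100% = 1 µM Z-Phe-Ala-diazomethylketone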
PP5 inh: PP5 (human) phosphatase inhibition; inhibition, % at 6.7 µM; AID 1987; actives 0.18% (n = 320,000); purified PP5c, OMFP substrate fluorescence; P53041;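 active = inhibition above the campaign's mean inhibition across all tested compounds plus 3 SD, cut at about 9.5% in these data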;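 note: 0% = DMSO only and 100% = 100 µM cantharidin control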
Target sequence (P53041 whole entry, looked up): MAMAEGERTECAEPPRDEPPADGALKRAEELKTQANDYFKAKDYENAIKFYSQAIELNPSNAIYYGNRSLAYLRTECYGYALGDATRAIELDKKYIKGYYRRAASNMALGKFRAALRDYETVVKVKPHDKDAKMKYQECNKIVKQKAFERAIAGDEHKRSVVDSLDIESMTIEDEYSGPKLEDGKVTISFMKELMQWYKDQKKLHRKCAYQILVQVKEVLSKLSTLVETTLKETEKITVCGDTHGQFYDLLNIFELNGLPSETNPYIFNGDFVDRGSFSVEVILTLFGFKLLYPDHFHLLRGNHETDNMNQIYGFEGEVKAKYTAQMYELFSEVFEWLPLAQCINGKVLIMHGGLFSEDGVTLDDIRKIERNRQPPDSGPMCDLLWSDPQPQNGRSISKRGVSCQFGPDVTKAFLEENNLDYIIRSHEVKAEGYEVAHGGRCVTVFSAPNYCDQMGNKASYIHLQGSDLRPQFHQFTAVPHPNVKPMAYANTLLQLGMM
AHR activator: human AHR activation; actives 2.5% (n = 320,000); activation, % at 5 µM; AID 2796; P35869; AHR-responsive luciferase reporter cells, luminescence; in the data active = activation above about 47%;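 note: 0% = vehicle wells and 100% = reference agonist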
proCasp7 act: counter-screen for procaspase-3 activators: activators of human procaspase-7 | P55210 | recombinant procaspase-7, Ac-DEVD-pNA absorbance 405 nm; D23A/D198A/D206A triple mutant, cannot self-cleave; scale: DMSO 0, 5 µM enzyme 100 | AID 463210 | actives 0.093% (n = 330,000) | activation, % at 8.5 µM;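 active = percent activation above the screen-wide mean plus 3 SD, cut at about 25% in these data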
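signal = Epi-absorbance of released pNA at 405 nm, two timepoints | assay system = Uncleavable procaspase-7 mutant enzyme | reagent = Ac-DEVD-pNA substrate, 400 µM as added | times = 1 h enzyme–compound preincubation and 2 h substrate reaction, both 25 °C | benchmarks = low DMSO alone, high DMSO plus 5 µM PC-7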
* hit, by the source's call; nt = no result given; & = joins results of further samples.

SMILES	PP1 counter	TPT1 inh	HCV core dimer	PAFAH2 FP inh	procasp3 activ	CTSL1 counter	PP5 inh	AHR activator	proCasp7 act
O=C(N/N=C/c1ccc(OCc2ccccc2)cc1)c1ccncc1	-1	0	-1	1	3	11	2.0	4	-15
COc1ccc(CN2CC(=O)N(c3ccc(C)cc3)C2=S)cc1OC	6	-3	-10	-1	-15	-1	1.8	4	-12
CCC(C)NC(=O)Cn1cnc([N+](=O)[O-])c1 (stereo unspecified)	-1	-1	-2	10	2	7	0.5	-1	-5
O=C(CCNC(=O)C1CCN(S(=O)(=O)c2ccc(F)cc2)CC1)NCc1ccccc1Cl	0	-1	-8	8	4	0	-0.7	0	0
N#Cc1cc(-c2ccccc2)nn1-c1ccccc1	1	-1	-8	-7	-10	-5	4.2	68*	-6
CN(C(=O)CN1C(=O)NC(C)(c2cccc(Br)c2)C1=O)C1CCCCC1 (stereo unspecified)	-4	nt	nt	2	13	nt	-1.9	2	-7
CC1CCc2c(C(=O)NCc3ccccn3)csc2C1 (stereo unspecified)	2	-5	-12	-6	8	-2	-0.1	8	-4
CCCCOc1ccc(C(C)NC(=O)CCS(=O)(=O)Cc2ccc(C)cc2)cc1 (stereo unspecified)	-3	2	-5	5	5	1	2.2	2	-6
N#CCOC(=O)C1CSC2(c3ccc(Br)cc3)CCC(=O)N12 (stereo unspecified)	0	4	6	10	4	-1	0.5	0	12
Cc1ccc(S(=O)(=O)N(CC(=O)NCc2ccco2)c2ccccc2C)cc1	-3	-1	12	-4	-5	-6	2.3	-2	4
CCOc1ccc(NS(=O)(=O)c2ccc3c(c2)CCN3C(=O)CCC(=O)O)cc1	-1	2	3	3	4	-5	3.4	2	-9
CCOC(=O)c1c(/N=C/c2ccc(C)cc2O)sc2c1CCC2	-1	2	-16	-8	-14	4	-0.5	2	-11
O=[N+]([O-])c1cc(C(F)(F)F)cc([N+](=O)[O-])c1NCCCNc1ccc([N+](=O)[O-])c2cccnc12	5	-2	8	1	5	1	3.4	4	-9
C=CC(=O)Nc1ccc(N(C)c2ccnc(Nc3ccc(N4CCN(C)CC4)cc3)n2)cc1	nt	nt	nt	5	1	nt	nt	-4	7
C=CCn1c(O)c(N=Nc2nc3ccccc3c(=O)n2-c2ccccc2)c2ccccc21	-2	-3	-11	8	-2	9	-1.8	22	-7
CCNc1nc(Oc2ccc(F)cc2)cc(C(F)(F)F)n1	0	0	5	-3	-2	1	-0.1	2	-3
O=C(Cc1cc(=O)[nH][nH]1)N/N=C/c1cccc(Cl)c1Cl	10&12	-3&1	1&-6	-1&4	8&-12	0&-1	1.3&-0.2	1&4	15&-19
O=S(=O)(c1ccc2c(c1)OCCO2)N1CCN(S(=O)(=O)c2ccccn2)CC1	nt	nt	nt	5	3	nt	nt	0	4
CC(C)CNc1nc(Oc2ccc(=O)n(-c3ccccc3)n2)nc(N2CCOCC2)n1	-1	-1	5	7	5	-1	1.6	0	10
COc1ccc(-c2cc(C)no2)cc1S(=O)(=O)N1CC(=O)Nc2ccccc21	1	12	-1	3	3	0	1.6	9	4
CCOC(=O)C(C)c1nn(C)c(=O)c2ccccc12 (stereo unspecified)	-1	0	1	-4	0	-2	-0.5	-1	0
CCN1CCN(c2ncnc3c2nnn3Cc2ccccc2)CC1	0	-6	-9	-2	1	4	2.1	6	-6
Cc1ccc(-c2cc(C(=O)Nc3ccc(S(=O)(=O)Nc4nccs4)cc3)c3ccccc3n2)c(C)c1	9	-2	39	3	-6	1	4.7	11	-8
CCN(CC)S(=O)(=O)c1ccc2[nH]cc(C(=O)NCCc3ccc(OC)c(OC)c3)c(=O)c2c1	1	-1	4	2	-3	4	2.3	2	6

2 successive records out of the list so far:
SMILES	PP1 counter	TPT1 inh	HCV core dimer	PAFAH2 FP inh	procasp3 activ	CTSL1 counter	PP5 inh	AHR activator	proCasp7 act
Cc1ccc(-c2cc(C(=O)Nc3ccc(S(=O)(=O)Nc4nccs4)cc3)c3ccccc3n2)c(C)c1	9	-2	39	3	-6	1	4.7	11	-8
CCN(CC)S(=O)(=O)c1ccc2[nH]cc(C(=O)NCCc3ccc(OC)c(OC)c3)c(=O)c2c1	1	-1	4	2	-3	4	2.3	2	6

(continued)
SMILES	PP1 counter	TPT1 inh	HCV core dimer	PAFAH2 FP inh	procasp3 activ	CTSL1 counter	PP5 inh	AHR activator	proCasp7 act
CCOc1ccc(/C=C/C(=O)OCC(=O)NCCc2ccc(OCC)c(OCC)c2)cc1OC	-4	2	1	0	-5	-1	-1.4	-1	-9
CCOc1[nH]n(-c2ccccc2)c(=O)c1C=Nc1ccc(C)cc1	1	4	0	10	1	2	2.0	7	-5
Cc1c(NC(=O)CN2C(=O)c3ccccc3C2=O)c(=O)n(-c2ccccc2)n1C	-6	-4	-6	1	2	3	-4.3	2	1
CCCCC1=NN(C(=O)c2cccnc2)C(O)(C(F)(F)F)C1 (stereo unspecified)	-6	2	0	nt	6	-1	2.0	15	-1
CCOC(=O)c1ccc(NC(=O)COc2ccc(S(=O)(=O)NC(C)CC)cc2)cc1 (stereo unspecified)	2	-4	0	-3	-1	0	2.7	-5	9
COc1ccccc1NC(=O)C(C)OC(=O)Cn1cnc2c1c(=O)n(C)c(=O)n2C (stereo unspecified)	-10	-3	-3	5	-4	-3	0.2	2	2
CCOC(=O)c1c(NC(=O)CC)sc(C(=O)N2CCCCC2)c1C	-6	-4	6	5	0	-5	2.5	10	4
CNc1nc(SCc2ccc(C)cc2)nc2c1CCCC2	0	12	1	7	-1	-3	5.5	11	-4
CC(C)CN(C(=O)CSc1ccc2c(c1)OCCO2)c1c(N)n(CC(C)C)c(=O)[nH]c1=O	-1	nt	nt	-6	0	nt	-2.5	1	-3
CC1=NN(CCc2ccccn2)C(=O)CC1	-1	-3	0	11	4	-5	1.1	3	4
COc1ccc(C)cc1NC(=O)NCc1ccccc1F	1	0	1	3	2	-1	-2.1	26	-2
COc1ccc(N2CC(C(=O)Nc3nnc(SCC(=O)NCc4ccco4)s3)CC2=O)cc1 (stereo unspecified)	3	1	43	9	-8	0	2.5	2	3
C[C@H](CO)N1C[C@H](C)[C@@H](CN(C)C(=O)Nc2ccc3c(c2)OCO3)Oc2c(NC(=O)Nc3ccc(C(F)(F)F)cc3)cccc2C1=O	nt	nt	nt	-9	-3	nt	nt	1	-5
CCCN(Cc1ccccc1)C(=S)NC(=O)c1ccccc1[N+](=O)[O-]	-2	5	-1	6	2	-1	1.0	1	1
CC(=O)Nc1ccc(-c2cc(C(=O)O)c3ccc(C)cc3n2)cc1	-1	1	2	0	6	1	-2.2	2	5
C=CCn1c(SCC(=O)N(CCO)CCO)nc2sc3c(c2c1=O)CCC3	-6	2	-10	4	7	-3	-1.1	-2	4
OCCC1CN(Cc2cccc(O)c2)CCN1CCc1ccccc1 (stereo unspecified)	2	5	-2	-11	-5	1	2.8	7	2
Cc1ccc2[nH]c(=O)c(CN(CCc3ccccc3)C(=O)N3CCOCC3)cc2c1	0	-3	-2	-3	9	6	0.5	10	2
Nc1ccc(Oc2c(Cl)cccc2Cl)nc1	-6	0	3	-2	-6	-4	1.0	1	-10
Cc1nn(-c2ccc(Cl)cc2)c(Cl)c1/C=C(\C#N)C(N)=O	-1	2	4	-3	17	-2	-1.0	43	10
Cc1nnc2ccc(-c3cccc(NC(=O)c4ccc(Br)o4)c3)nn12	-6	0	4	1	2	1	-2.7	43	2
Cc1cccc(Cn2c(=O)c3c(nc4n3CCCN4Cc3ccccc3)n(C)c2=O)c1	4	-2	7	4	10	4	2.5	13	-8
COc1ccc(-c2nnc(C3CCN(S(=O)(=O)c4ccccc4)CC3)o2)cc1	-2	2	3	-17	6	-3	3.8	5	-9
Cc1cc(OCc2cc(C(=O)N(C)Cc3ccccn3)no2)cc(C)c1Cl	1	2	1	2	-4	3	5.3	13	3

Profiles, quoted from the list.
`C[C@H](CO)N1C[C@H](C)[C@@H](CN(C)C(=O)Nc2ccc3c(c2)OCO3)Oc2c(NC(=O)Nc3ccc(C(F)(F)F)cc3)cccc2C1=O` in the list: PP1 counter: nt; TPT1 inh: nt; HCV core dimer: nt; PAFAH2 FP inh: -9; procasp3 activ: -3; CTSL1 counter: nt; PP5 inh: nt; AHR activator: 1; proCasp7 act: -5
`COc1ccc(-c2nnc(C3CCN(S(=O)(=O)c4ccccc4)CC3)o2)cc1` in the list: PP1 counter: -2; TPT1 inh: 2; HCV core dimer: 3; PAFAH2 FP inh: -17; procasp3 activ: 6; CTSL1 counter: -3; PP5 inh: 3.8; AHR activator: 5; proCasp7 act: -9

Next compounds follow.
SMILES	PP1 counter	TPT1 inh	HCV core dimer	PAFAH2 FP inh	procasp3 activ	CTSL1 counter	PP5 inh	AHR activator	proCasp7 act
Cc1cc(C)n2nc(C(=O)NC3CCCc4ccccc43)nc2n1 (stereo unspecified)	-4	1	0	-2	0	1	-2.6	0	-1
N#Cc1c(NC(=S)NC(=O)c2ccccc2)sc2c1CCN(CCc1ccccc1)C2	11	98*	-10	nt	-25	4	-0.2	9	-32
Cc1onc(-c2ccccc2Cl)c1C(=O)N1CCC(C)CC1	1	-2	-3	2	-7	-1	-0.5	0	8
Cc1ccc(CN2CCN(Cc3ccc(C)s3)CC2CCO)cc1 (stereo unspecified)	-2	-5	-3	4	4	-4	1.8	2	4
CC(=O)NCC(=O)OCC(=O)c1ccc(C)cc1	-4	-1	2	5	3	-15	-2.2	0	-8
CC(C)C(=O)NC(CC(=O)O)c1ccccc1 (stereo unspecified)	1	-1	-1	7	10	-5	1.9	1	-3
COc1cc2c(cc1OC)-c1cc(Nc3ccccc3)nc(=O)n1CC2	-2	-2	7	0	-4	4	1.0	-1	0
O=C(NCCCN1CCOCC1)C(=O)N/N=C/c1ccc(F)cc1	-5	12	3	2	-1	-5	-1.6	2	7
CCOCCCNC(=O)CN1C(=O)CSc2ccccc21	1	-3	-13	-9	2	4	-5.5	6	-3
CCOC(=O)Cn1c(=O)c2c(nc(N3CCCCC3)n2Cc2ccccc2)n(C)c1=O	3	-1	7	-1	-9	-3	1.3	0	0
COc1ccc(CC(=O)Oc2ccc(C)cc2Br)cc1S(=O)(=O)N1CCOCC1	-4	-2	-2	4	0	-2	0.6	7	-7
CN(c1ccc(O)cc1)c1nc(-c2ccccc2)cs1	-3	3	-7	-1	-12	-6	6.0	8	3
Cc1ccccc1C(=O)Nc1nc2n(n1)C(c1ccccc1)CC(=O)N2 (stereo unspecified)	2	2	-14	-6	6	1	2.6	-3	13
CC(C)(C)c1ccc(-c2c(C(=O)O)c(C(=O)O)c3n2CSC3)cc1	3	3	14	5	0	-2	1.5	-1	9
O=C(c1ccc(Cl)cc1[N+](=O)[O-])N(Cc1ccccc1)Cc1ccccc1	3	-3	2	nt	4	2	1.2	1	3
COc1ccc(NC(=O)CN(C)CC(=O)NC2CCC(C)CC2)cc1 (stereo unspecified)	-2	nt	nt	-9	3	nt	1.1	0	6
COC(=O)C1CC(O)CN1C(=O)NC1CCCCC1 (stereo unspecified)	-3	-6	-2	nt	-5	-4	1.4	2	-4
CCOC(=O)N1CCN(C(=O)COc2ccc(S(=O)(=O)NCC(C)C)cc2C)CC1	1	1	-1	-7	-9	2	0.1	0	-4
COc1ccc2nc(Nc3ccccc3OC)sc2c1	3	-5	-3	3	7	-2	3.5	22	-4
